# HTR5A inv ag = counter-screen for OPRM1-OPRD1 inverse agonists: human HTR5A inverse agonism. 340,000 tested, 0.083% active. HTR5A cell line, luminescence. inhibition, % at 9.3 µM; in the data active = inhibition mostly above about 23%, no sharp cut-off; inactive = mostly below about 18%;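 note: 0% = cells with DMSO and 100% = no-cell wells with DMSO; some compounds called inactive have numbers as strong as hits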
# Cardiac RTF inh = cardiac RTF calcium desensitization. P19429+P45379. IANBD-labeled cardiac RTF, Ca2+ fluorescence. inhibition, % at 7.15 µM. 340,000 tested, 0.12% active. AID 493244;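 active = inhibition above the mean inhibition of all tested compounds plus 3 SD, cut at about 17% in these data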;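 note: assay run at fixed EC70 calcium of 1.6 mM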
# OPRM1-OPRD1 inv = mu-delta opioid heterodimer inverse agonism; 340,000 tested, 0.21% active; cell-based MOR-DOR heterodimer luminescence; P35372+P41143; inhibition, % at 9.3 µM; in the data active = inhibition above about 22%, passing the limit was not always enough;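 note: 0% = cells with DMSO and 100% = wells without cells with DMSO; values of inactives mirror those of a sister screen read the other way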
# Target sequence (P35372 whole entry, looked up): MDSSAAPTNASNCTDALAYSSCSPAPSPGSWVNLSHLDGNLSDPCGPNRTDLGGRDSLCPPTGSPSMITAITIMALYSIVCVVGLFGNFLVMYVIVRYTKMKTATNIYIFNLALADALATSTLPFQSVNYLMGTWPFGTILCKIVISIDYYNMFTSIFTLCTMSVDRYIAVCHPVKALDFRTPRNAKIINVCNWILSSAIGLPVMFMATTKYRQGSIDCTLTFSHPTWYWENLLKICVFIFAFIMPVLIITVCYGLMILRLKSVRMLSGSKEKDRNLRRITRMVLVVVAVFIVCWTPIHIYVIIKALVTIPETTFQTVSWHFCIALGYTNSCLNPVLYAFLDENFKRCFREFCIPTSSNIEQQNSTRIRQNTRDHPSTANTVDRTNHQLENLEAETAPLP
# Target sequence (P41143 whole entry, looked up): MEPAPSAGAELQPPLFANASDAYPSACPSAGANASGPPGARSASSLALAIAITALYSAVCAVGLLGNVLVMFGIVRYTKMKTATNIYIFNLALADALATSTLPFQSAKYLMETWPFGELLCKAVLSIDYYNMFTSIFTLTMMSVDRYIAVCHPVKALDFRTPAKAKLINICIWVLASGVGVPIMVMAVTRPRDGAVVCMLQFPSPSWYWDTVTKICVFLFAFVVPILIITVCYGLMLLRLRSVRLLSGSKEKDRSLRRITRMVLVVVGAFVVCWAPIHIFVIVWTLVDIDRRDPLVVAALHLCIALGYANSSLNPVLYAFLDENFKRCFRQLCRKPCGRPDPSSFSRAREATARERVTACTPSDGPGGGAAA
# OPRM1-OPRD1 ag = agonists of human mu-delta opioid receptor heterodimerization; 340,000 tested, 0.3% active; cells, OPRM1-OPRD1 heterodimerization, luminescence; P35372+P41143; activation, % at 9.3 µM; in the data active = activation above about 18%;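 note: 0% = vehicle-treated cells and 100% = reference agonist; values of inactives mirror those of a sister screen read the other way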
# LANA DNA inh = inhibitors of KSHV LANA C-terminal domain DNA binding; MBP-C-LANA/FAM-LBS DNA binding, fluorescence polarization; inhibition, % at 9 µM; 340,000 tested, 0.078% active;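 active = highest replicate inhibition at or above 60% at 9 µM, even if other replicates fall short; inactive = all replicates below 60% inhibition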;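 note: 0% = neutral control wells and 100% = 4 µM acridine orange control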
# Keap1-Nrf2 PPI = disrupts human Keap1 binding to Nrf2 peptide | Q14145 | Keap1 Kelch-Nrf2 peptide fluorescence polarization, 1536-well | inhibition, % at 9.4 µM | 340,000 tested, 0.15% active | AID 504523; in the data active = inhibition above about 12%;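 note: human Keap1 Kelch domain with fluorescein labeled Nrf2 9mer peptide probe; 0% = neutral control wells and 100% = peptide positive control; higher means more block of Keap1 binding to Nrf2 peptide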
# V-ATPase pH = regulators of yeast V-ATPase proton transport | 350,000 tested, 0.37% active | S. cerevisiae, pHLuorin cytosolic pH fluorescence | response, % at 10 µM; in the data active = response mostly above about 7.3%, no sharp cut-off; inactive = mostly below about 5.4%; note: actives read high; inactives centre near 0; some compounds called inactive have numbers as strong as hits; reference of the scale not given here
# HTR5A ag ctr = HTR5A agonism, opioid heterodimer counter-screen; P47898; HTR5A agonist assay, luminescence, cell-based; activation, % at 9.3 µM; 340,000 tested, 0.61% active; in the data active = activation mostly above about 9.5%, no sharp cut-off; inactive = mostly below about 7.6%;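 note: 0% = cells with vehicle only and 100% = reference agonist; strong numbers were not always called active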
# cardiac RTF act = increases calcium sensitivity of human cardiac regulated thin filaments; P19429+P45379; IANBD-labeled TnC RTF fluorescence at EC20 calcium; 0% EC20 calcium, 100% full calcium; activation, % at 7.2 µM; 340,000 tested, 0.24% active;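 active = activation above the mean over all tested compounds plus 3 SD, cut at about 30% in these data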;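 note: rise in fluorescence read as greater calcium sensitivity of cardiac thin filaments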
# CAL-PDZ inh HTS = inhibitors of human CAL PDZ peptide binding | purified CAL PDZ, TMR-peptide fluorescence polarization, 1 h | inhibition, % at 24.9 µM | 300,000 tested, 0.92% active;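 active = mean inhibition of at least 30% with at least half of replicates also reaching 30%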;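 note: 0% = DMSO neutral control and 100% = excess unlabeled competitor peptide PRC23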
# Numbers without * were called inactive; · = no result given; & = joins results of further samples. A portion of the library; rates above refer to the full screens.
SMILES,HTR5A inv ag,Cardiac RTF inh,OPRM1-OPRD1 inv,OPRM1-OPRD1 ag,LANA DNA inh,Keap1-Nrf2 PPI,V-ATPase pH,HTR5A ag ctr,cardiac RTF act,CAL-PDZ inh HTS
N=C1C(c2ccccc2)=C(O)CN1Cc1ccco1,-18,4,2,-0.4,0.1,-1,-3,0,-3,-2
COc1cc(OC)c(OC)cc1CN1CCN(C(=O)COc2ccc3ccccc3c2)CC1,-8,5,-18,2.2,-1.2,2,-5,5,-5,0
O=C(O)Cn1cc(C(=O)c2ccccc2)c2ccccc21,-12,-3,11,-2.0,-1.8,-6,1,-2,7,·
COc1ccc(OCC#CCN2CCCCCC2)cc1,-16,-10,-12,1.7,-1.8,-4,0,6,-3,2
COc1ccc(NC2=NC(C)(C)CS2)cc1,13,-5,3,-0.7,-0.3,·,-3,-5,-4,-2
CC1(C)CN=C(Nc2ccccc2C(F)(F)F)S1,0,13,14,-2.4,-0.9,-3,5,11*,4,-2
CC12CCC(=O)C=C1CC(N1CC1)C1C2CCC2(C)C(O)CCC12 (stereo not given),-18,4,14,-3.2,-2.2,-3,0,5,-4,-3
O=c1[nH]c(=S)n(C2CC2)c(O)c1C=NCC1CCCO1 (stereo not given),20,-4,3,-0.5,-2.3,1,4,1,0,-4
Cc1nn(Cc2ccccc2)c(Cl)c1C(=O)OCC(=O)N1CCCC1,10,-1,-1,0.2,-1.5,-6,3,-2,9,·
CC(C)NC(C)C(=O)C12CC3CC(CC(C3)C1)C2 (stereo not given),-14,-7,9,-1.6,-1.6,0,0,4,-3,-3
COc1ccc(CN2CCN(C(=O)COc3ccc4ccccc4c3)CC2)c(OC)c1,1,-8,-8,1.7,0.8,-4,-8,8,4,-5
CCNC(=O)NC(=O)C(C)OC(=O)c1c(C)nn(Cc2ccccc2Cl)c1Cl (stereo not given),13,-2,-38,5.7,-1.7,0,-1,3,-4,0
Cn1c(O)c(C=Nc2ccccc2)c(=O)n(C)c1=O,-8,-4,10,-1.7,0.8,-2,-2,2,1,-2
CCCCC(=O)N/N=C/c1c(O)n(C2CC2)c(=S)[nH]c1=O,-7,-2,16,-3.0,-1.1,2,-3,3,-3,·
Cc1nc2ccccc2c(=O)n1-c1cccc(C(F)(F)F)c1,-7,-3,11,-2.2,-2.3,1,-2,2,-6,-5
CC1=CC(=Cc2sc3ccccc3[n+]2C)C=C(C)O1,4,-9,17*,-2.4,-6.1,-3,-1,-1,4,-1
CSC(=Nc1ccccc1)c1c(O)n(C)c(=O)n(C)c1=O,0,-2,1,-0.1,0.7,-4,1,1,-1,-3
Cc1cc(C=C2C(=O)NC(=O)NC2=O)c(C)n1-c1ccc2c(c1)OCO2,9,6,8,-1.5,-0.5,-6,-1,0,5,-1
CCn1c(O)c(C(c2ccccn2)c2c(O)n(CC)c(=S)[nH]c2=O)c(=O)[nH]c1=S,16,-1,6,-1.0,1.3,4,0,0,-1,0
COc1ccccc1N1CCN(Cc2c(F)cccc2F)CC1,11,-7,7,-1.4,2.3,0,2,4,-3,0
O=C(O)Cn1cc(/C=C2\C(=O)NC(=O)N(c3ccc(Br)cc3)C2=O)c2ccccc21,-11,-18,5,-1.0,0.0,-22,0,3,7,4
C=CCN(CC=C)C(=O)Nc1ccc(OCC)cc1,6,-1,18,-3.8,1.4,-2,0,5,-2,-2
CC(C#N)CCC#N (stereo not given),-18,1,15,-2.9,-0.4,-2,0,4,1,-3
COC(=O)[C@@]1(Cc2ccc(F)cc2)[C@H]2c3cc(C(=O)N(C)C)[nH]c3C[C@H]2CN1C(=O)c1ccccc1,-6,-1,7,-1.5,-0.6,-2,0,3,3,-4
COc1cc(/C=N/n2cnnc2)ccc1OC(=O)N(C)C,-4,9,2,-0.3,-1.2,-2,1,1,3,-5
Nc1ccc(CCN2CCN(c3cccc(C(F)(F)F)c3)CC2)cc1,-31,2,-9,1.7,-5.2,0,-4,29,-2,-5
CCCC(=O)Nc1cc(C(=O)N2CCC3(CC2)OCCO3)ccc1S(=O)(=O)c1ccc(C)cc1,2,-1,5,-0.9,-0.9,-3,5,0,-3,-2
CC(C)OCCCNC(=O)c1c(N)n(CC2CCCO2)c2nc3ccccc3nc12 (stereo not given),-1,-7,-13,2.1,-1.2,-7,·,-5,-17,-19
CCCN(CC1CC1)CC(O)c1ccccc1 (stereo not given),-2,-4,11,-2.4,0.7,-3,-1,1,-6,6
CN1CCN(/N=C/c2c(O)n(C)c(=O)n(C)c2=O)CC1,-6,-5,8,-1.4,-1.3,-3,0,2,1,1
CCN1CCN(c2nc3ccccc3s2)CC1,-33,4,4,-0.8,0.4,-3,-4,-1,-4,-3
COC(=O)C1=C(c2cccc(OC)c2OC)C[C@@H]2CC[C@H]1N2C(=O)NCc1ccccc1,6,-3,15,-2.5,-1.0,0,5,-2,-5,-1
CN1CCN(c2c(N)c(=O)oc3ccccc23)CC1,-18,-12,2,-0.2,1.7,0,-3,7,6,-4
COc1cc2[nH]c(=O)n(-c3ccccc3)c(=O)c2cc1OC,-35,3,3,-0.6,-0.7,2,·,-1,-2,-3
CCCCn1c(O)c(C(C)=NCCCN(CC)CC)c(=O)[nH]c1=O,-22,-6,15,-3.4,0.3,2,0,0,1,·
O=[N+]([O-])c1ccc(C2[C@H]3C(c4ccccc4)=NC4(CCCC4)N23)cc1 (stereo not given in full),-8,6,-34,4.7,-6.3,-2,2,3,-6,3
CC(=NCC1CCCO1)c1c(O)n(C2CCCCC2)c(=O)[nH]c1=O (stereo not given),-29,1,7,-1.3,0.0,2,3,0,3,-3
CCc1c(C)nc(N)nc1N1N=C1SC(C(C)=O)C(C)=O,1,-6,-10,2.0,-0.4,-1,-2,0,10,-1
Cc1nn(Cc2ccccc2)c(C)c1C(=O)NCc1ccccc1F,13,9,15,-3.3,1.2,-3,-3,-5,-3,-2
CCN(CC)C(=O)c1ccc(NC(=O)c2cccc(F)c2)cc1,2,-3,13,-2.5,-0.3,-4,-3,2,1,1
FC(F)(F)c1ccc2c(c1)NP(=S)(N1CCOCC1)c1nccn1-2 (stereo not given),6,7,-14,2.4,0.7,-5,0,-2,-3,-4
C/C(O)=C(\C#N)C(=O)Nc1cc(Br)ccc1Br,-12,-2,0,0.0,1.0,2,-3,-2,0,-7
CCCCC1C(=O)NC(=S)N(C)C1=O (stereo not given),2,-11,0,-0.1,-1.8,2,3,-1,3,-2
O=c1[nH]c(=O)n(C2CCCCC2)c(O)c1/C=C/C=Nc1ccccc1,-15,-83,-31,5.9,-3.2,-109,-4,5,55*,-1
Cc1ccc(CC2C(=O)N(C)C(=O)N(C)C2=O)s1,-7,-14,2,-0.5,1.2,0,0,3,-1,-2
CCOC(=O)N(c1ccccc1)P1(=S)OCC(C)O1 (stereo not given),16,-2,5,-0.9,0.3,0,3,5,0,0
Oc1ccc(/C=N/NP(=S)(c2ccccc2)c2ccccc2)c(O)c1O,6,-12,-5,1.2,2.8,-5,-4,-2,1,-2
O=c1[nH]cc(COCC(F)(F)C(F)(F)C(F)(F)F)c(=O)[nH]1,3,-1,17,-3.4,-0.6,1,-1,-1,2,-3
CCOC(=O)c1ccc(N=C(CC)c2c(O)n(C)c(=O)n(C)c2=O)cc1,2,6,9,-1.8,-0.4,-2,0,-1,-2,-1
O=C(Cc1ccccc1)N1CCN(Cc2ccccc2Cl)CC1,9,0,10,-2.3,1.7,0,1,-3,0,-1
COc1cc(C)c(CNCCc2c[nH]c3ccccc23)cc1C,-4,-1,3,-0.6,1.2,-4,4,1,1,-4
CN1CCN(c2ccc([N+](=O)[O-])c(N3CCCCC3)c2)CC1,5,-2,16,-3.1,-0.7,-7,4,-2,7,2
ClC1C(Cl)C(Cl)C(Cl)C(Cl)C1Cl (stereo not given),11&2,-7&2,0&-17,-0.1&3.0,2.1&-2.5,1&-4,2&0,-3&9,3&3,-5&3
NC1=Nc2ccccc2Oc2ccccc21,17,-4,15,-2.8,-1.7,0,-1,-3,5,4
CN(C)[C@@H]1C(=O)C(C(N)=O)=C(O)[C@@]2(O)C(=O)C3=C(O)c4c(O)ccc(Cl)c4[C@@](C)(O)C3C[C@@H]12 (stereo not given in full),1,-1,0,-0.1,8.2,-5,0,0,1,7
COc1ccc(N2C(=O)CC(N3CCC(n4c(=O)[nH]c5ccccc54)CC3)C2=O)cc1 (stereo not given),·,-5,·,·,0.6,-2,-5,·,-2,·
OC1(c2ccccc2)CCNC2CCCCC21 (stereo not given),-21,5,8,-1.6,3.7,3,0,6,-2,8
CCCCn1c(O)c(C(C)=NCCc2c[nH]c3ccccc23)c(=O)[nH]c1=O,-11,-13,-11,2.2,1.3,1,3,4,1,1
CCc1ccc(C(=O)C23CN4CN(CN(C4)C2)C3)cc1,10,-9,17,-3.0,0.2,2,-2,0,1,-4
Nc1c(Cl)cc([N+](=O)[O-])cc1Cl,8,-7,-6,1.0,0.9,-5,-4,-3,11,-3

# Reformatted: results already given.
CN1CCN(c2ccc([N+](=O)[O-])c(N3CCCCC3)c2)CC1
  HTR5A inv ag = 5; Cardiac RTF inh = -2; OPRM1-OPRD1 inv = 16; OPRM1-OPRD1 ag = -3.1; LANA DNA inh = -0.7; Keap1-Nrf2 PPI = -7; V-ATPase pH = 4; HTR5A ag ctr = -2; cardiac RTF act = 7; CAL-PDZ inh HTS = 2
COc1cc(C)c(CNCCc2c[nH]c3ccccc23)cc1C
  HTR5A inv ag = -4; Cardiac RTF inh = -1; OPRM1-OPRD1 inv = 3; OPRM1-OPRD1 ag = -0.6; LANA DNA inh = 1.2; Keap1-Nrf2 PPI = -4; V-ATPase pH = 4; HTR5A ag ctr = 1; cardiac RTF act = 1; CAL-PDZ inh HTS = -4

# (next part)
SMILES,HTR5A inv ag,Cardiac RTF inh,OPRM1-OPRD1 inv,OPRM1-OPRD1 ag,LANA DNA inh,Keap1-Nrf2 PPI,V-ATPase pH,HTR5A ag ctr,cardiac RTF act,CAL-PDZ inh HTS
CSc1ncc(Cl)c(C(=O)O)n1,17,-1,17,-3.0,-1.0,-3,0,-7,4,0
NNCc1ccccc1,1,12,0,-0.1,-1.5,0,-5,14,-1,-5
Cc1cccc(N2C(=O)NC(=O)/C(=C\c3cnc(-c4ccccc4)nc3)C2=O)c1,4,0,8,-1.5,-9.3,-32,2,5,3,-7
CCC1CN1P1(=O)OCC(C)([N+](=O)[O-])CO1 (stereo not given),-16,-2,11,-2.5,1.5,-4,-3,4,-2,-1
COc1cc(/C=C2\C(=O)NC(=O)N(CCc3ccc(F)cc3)C2=O)ccc1O,-7,-11,-9,1.2,15,-3,4,3,-2,-4
COc1cccc(CC(=O)N2CCN(Cc3cccc(Cl)c3)CC2)c1,-3,-7,-9,1.1,-0.3,-2,-1,1,-1,-3
C[C@H]1CCCC(=O)CCCCCc2cc(O)cc(O)c2C(=O)O1,-9,0,2,-0.4,-5.5,-1,-4,3,1,-2
NC(Cc1ccccc1)c1nc2ccccc2[nH]1 (stereo not given),3,3,11,-2.4,-1.8,1,0,-1,4,-1
CC(/C=C(\C)Nc1ccccc1)=Nc1ccccc1,7,-4,-10,1.9,2.6,1,4,-3,-2,-1
